# EPAC1 antagonist: EPAC1 (human) antagonism | O95398 | 0.14% of 360,000 active | AID 720709 | EPAC1 GEF assay, Rap1b-BODIPY-GDP exchange fluorescence | Potency, µM (highest dose often 115 µM), inactives show at the highest dose activity change, negative = inhibition, most hits filed as inhibitors;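 note: plate controls were vehicle for no effect and positive control for full effect; nearly all actives have a fitted effect of over 50% in size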
# Target sequence (O95398 whole entry, looked up): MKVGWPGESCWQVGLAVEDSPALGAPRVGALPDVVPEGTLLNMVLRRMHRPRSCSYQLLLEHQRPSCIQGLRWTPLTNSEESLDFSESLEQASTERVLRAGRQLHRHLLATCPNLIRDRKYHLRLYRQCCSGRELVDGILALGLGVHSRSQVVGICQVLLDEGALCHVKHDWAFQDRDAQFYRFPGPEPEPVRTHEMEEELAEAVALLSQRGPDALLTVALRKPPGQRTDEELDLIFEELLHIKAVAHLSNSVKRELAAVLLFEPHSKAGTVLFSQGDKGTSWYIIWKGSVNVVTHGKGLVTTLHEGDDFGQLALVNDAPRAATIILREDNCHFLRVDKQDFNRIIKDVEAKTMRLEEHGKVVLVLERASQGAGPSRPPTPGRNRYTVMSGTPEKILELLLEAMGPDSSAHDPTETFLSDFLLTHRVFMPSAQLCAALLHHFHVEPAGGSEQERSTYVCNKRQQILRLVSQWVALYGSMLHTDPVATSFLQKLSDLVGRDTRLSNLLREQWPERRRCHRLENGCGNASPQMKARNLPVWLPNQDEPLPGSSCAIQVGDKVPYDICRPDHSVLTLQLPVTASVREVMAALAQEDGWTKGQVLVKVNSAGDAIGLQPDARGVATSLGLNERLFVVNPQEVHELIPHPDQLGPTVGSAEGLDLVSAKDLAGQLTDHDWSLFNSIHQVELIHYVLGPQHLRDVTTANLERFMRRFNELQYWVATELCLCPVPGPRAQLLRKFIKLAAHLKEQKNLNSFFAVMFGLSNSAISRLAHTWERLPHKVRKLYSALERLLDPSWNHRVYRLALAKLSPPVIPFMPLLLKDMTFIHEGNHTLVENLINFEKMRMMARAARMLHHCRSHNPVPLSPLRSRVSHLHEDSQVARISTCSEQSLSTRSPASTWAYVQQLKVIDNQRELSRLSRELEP
# EPAC2 agonist: agonists of human EPAC2 (RAPGEF4). EPAC2 activation, biochemical qHTS; response scale: 100% = 6.5 mM cAMP response. Potency, µM (series often up to 154 µM), without a hit: top-dose activation, most hits filed as activators. 0.079% of 360,000 active. AID 720711; note: nearly all actives have a fitted effect of over 50% in size
#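 Compounds were added across a concentration range to EPAC2 (100 nM), RAP1B-BODIPY-GDP (250 nM) and GDP (50 uM). After 5 min at room temperature, fluorescence was recorded at 5-min intervals for 30 min.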
# EPAC1 agonist: agonists of human EPAC1; EPAC1 agonist qHTS, biochemical assay; response scale: 100% = response to 6.5 mM cAMP; AID 720707; O95398; Potency, µM (doses to about 154 µM), for the others: top-dose activation, usual class: activators; 0.073% of 360,000 active; note: nearly all actives have a fitted effect of over 60% in size
#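 Nucleotide exchange by EPAC1 (100 nM) on Rap1B–BODIPY-GDP (250 nM) in the presence of 50 uM GDP is tracked fluorescently at 480/540 nm over 30 min. Signals are normalized to a 6.5 mM cAMP control.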
# aSyn yeast inh: inhibitors of alpha-synuclein toxicity in yeast | AID 652106 | Yeast expressing alpha-synuclein, growth rescue, BacTiter-Glo, 24 h | 0.14% of 370,000 active | Potency, µM (highest dose often 46.1 µM), for the others: top-dose growth rescue (activation), hits mostly activators; note: % of control where 0% means no effect; nearly all actives have a fitted effect of over 65% in size
#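 Galactose-induced alpha-syn yeast (OD600=0.02, raffinose-pregrown) + pinned cpd, 24 hr, 30 deg C; growth by BacTiter-Glo luminescence. Growth restoration scores as activation.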
# TDP43 rescue: TDP-43 toxicity inhibition in yeast; TDP-43 expressing yeast growth rescue, BacTiter-Glo, 24 h; Potency, µM (highest dose often 46.1 µM), for inactives: top-dose growth rescue (activation), actives largely listed as activators; AID 652104; 1.8% of 410,000 active; note: % of control where 0% means no effect; nearly all actives have a fitted effect of over 50% in size
#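 Yeast expressing TDP-43 (pregrown in raffinose, seeded at OD600=0.02 in galactose medium) exposed to compounds 24 hr at 30 deg C. Growth read by BacTiter-Glo luminescence; rescue of toxicity appears as increased signal.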
# PTHR1 agonist: activates the human parathyroid hormone receptor PTHR1; Q03431; HEK293 GP2 PTHR1 cells, GloSensor cAMP luminescence, 1 h; Potency, µM (doses to about 115 µM), inactives show at the highest dose activation, most hits filed as activators; 0.075% of 410,000 active; AID 743266; note: nearly all actives have a fitted effect of over 55% in size; some results filed as inactive show a strong effect at the top dose; inactives centre near -15; many of its hits are not listed in these tables
#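 HEK-293-derived GP2 cells expressing PTHR1 and a GloSensor cAMP reporter, 3,000/well, plated overnight, given luciferin plus IBMX (each 0.5 mM as added) for 1 h at 37 °C, then compound for 1 h at 37 °C. Luminescence was read after 15 min at room temperature.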
# EPAC2 antagonist: EPAC2 (human) antagonism; Q8WZA2; EPAC2 GEF exchange of Rap1B-BODIPY-GDP, fluorescence; Potency, µM (highest dose often 114 µM), inactives show at the top dose activity, negative = inhibition, usual class: inhibitors; 0.18% of 360,000 active; note: % is set by controls: 0 for no effect and ±100 for the full control effect; nearly all actives have a fitted effect of over 45% in size; many of its hits are not listed in these tables
# FUS suppressor: rescues growth of FUS-expressing yeast | 0.24% of 390,000 active | Potency, µM (doses to about 76.6 µM), without a hit: at the top dose growth rescue (activation), hits mostly activators | S. cerevisiae FUS-expressing, growth rescue, OD600, 24 h;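 note: plate controls were DMSO vehicle for no effect and reference control for full effect; nearly all actives have a fitted effect of over 55% in size; some results filed as inactive show a strong effect at the top dose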
#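 Cultures pregrown in 2.5% raffinose medium are shifted to minimal medium containing 2% galactose to express toxic FUS. Compounds are tested at several concentrations. After 24hr at 30C, growth is quantified at 600 nm absorbance.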
# The depositor's hits bear a star; i = inactive; ? = inconclusive; / = not tested or not shown; ! = not active in a repeat; [ ] = another dose, or the depositor's remark. Calls come from the whole dose curve; as a rule, active = well fitted curve in the direction sought with a large enough effect; inconclusive = small, poorly fitted or top-dose-only effect, or another doubt; inactive = no such curve, though single readings can be large; an effect the other way counts as inactive or inconclusive. Potency is the fitted concentration of half-maximal effect.
SMILES,EPAC1 antagonist,EPAC2 agonist,EPAC1 agonist,aSyn yeast inh,TDP43 rescue,PTHR1 agonist,EPAC2 antagonist,FUS suppressor
CCCCCn1c(=O)c(C(=O)Nc2nc3ccccc3[nH]2)c(O)c2ccccc21,-0.2%,-8.2%,-0.7%,7.3%,-12.3%,-30.5%[inhibitor],14.4%,-11.7%
CCC(=NC(C)c1ccccc1)c1c(O)n(C)c(=O)n(C)c1=O (configuration not stated),8.5%,12.1%,8.0%,10.5%,?,i,-4.5%,20.2%
C1=C(CCNCc2ccccc2)CCCC1,6.3%,9.2%,8.5%,7.2%,-8.7%,i,4.9%,10.5%
COC(=O)c1ccccc1-n1c(C)nc2ccccc2c1=O,14.5%,-12.5%,-2.1%,-7.6%,2.5%,i,8.6%,-11.2%
CCN(CC)CCCN=Cc1c(O)n(CCc2ccc(OC)c(OC)c2)c(=O)[nH]c1=O,19.2%,-14.9%,-1.7%,0.1%,4.7%,9.9%[57.5 µM],11.1%,18.1%
Cc1nc2ccccc2c(=O)n1-c1c(Cl)cccc1Cl,16.6%,1.0%,-6.4%,7.5%,17.2%,i,?,10.9%
C=Cc1ccc(Cn2c(C(=O)O)c(C=O)c3ccccc32)cc1,-1.4%,-3.6%,-7.0%,-5.2%,-10.2%,-33.6%,-15.1%,14.6%
CC12CC(c3ccccc3O1)C(C(=O)OCc1ccccc1)C(=O)N2 (configuration not stated),-8.4%,-2.0%,-1.0%,5.7%,7.5%,-10.9%[57.5 µM],-5.1%,26.4%
C[C@]12CCCCC1=CC(=O)C1C2CC[C@@]2(C)C1C[C@@H](F)[C@@H]2O (some centres not stated),6.4%,6.3%,10.6%,5.6%,?,i,-3.7%,-8.3%
CCC(CC)N1CCN(Cc2nc3ccccc3c(=O)n2-c2ccc(F)cc2)CC1,6.9%,0.0%,0.5%,-1.1%,9.0%,-17.3%,4.7%,-14.9%
Cc1ccccc1N1C(=O)NC(=O)/C(=C\c2cnn(-c3ccccc3)c2)C1=O,-5.4%,-1.5%,7.1%,3.0%,-9.6%,-33.3%[inhibitor],6.8%,-3.0%
Cc1cccc(N2C(=O)NC(=O)/C(=C\c3cc(C)n(-c4sc5c(c4C#N)CCCC5)c3C)C2=O)c1C,35.5µM*,-2.7%,11.7%,10.4%,6.0%,-14.7%,-22.3%,33.8%
CC(=O)C1CCC2(O)C3CCC4=CC(=O)CCC4(C)C3CCC12C (configuration not stated),-7.2%,1.0%,-11.6%,-2.7%,11.9%,i,2.5%,/
Cn1c(O)c(C=Nc2ccccc2)c(=O)n(C)c1=O,6.9%,15.5%,11.2%,9.1%,6.4%,i,14.4%,38.7%
CC(C)(C)N1C(=O)NC(=O)/C(=C\c2ccc3c(c2)CCN3CCCCl)C1=O,?,11.3%,1.2%,8.1%,-20.7%,14.4%,-3.1%,?
CC12CCC3C(CCC4(O)CC(O)CCC34C=NO)C1(O)CCC2C1=COC(=O)C1 (configuration not stated),-11.3%,12.8%,-9.4%,-8.8%,12.1%,-14.4%,-0.1%,/
Fc1cccc(-c2ccc3c(c2)CNCc2cnnn2-3)c1,3.3%,1.1%,-2.4%,0.6%,6.6%,-24.2%,-1.8%,-7.2%
O=[N+]([O-])c1ccc(C2[C@H]3C(c4ccccc4)=NC4(CCCC4)N23)cc1 (some centres not stated),-3.7%,6.0%,0.9%,0.6%,14.0%,-37.4%[inhibitor],-5.1%,-15.2%
C=CCN1C(=O)NC(=O)/C(=C/c2ccc(OCC(=O)Nc3ccc(C)cc3)cc2)C1=O,1.6%,5.4%,2.5%,-0.5%,16.6%,-0.4%,1.8%,20.9%
O=C1/C(=C\c2cccnc2)N2CCC1CC2,4.4%,9.0%,-0.9%,-0.6%,-16.7%,-18.4%,-3.1%,10.2%
Cc1nn(Cc2ccccc2Cl)c(Cl)c1C(=O)OC(C(=O)NC(N)=O)C(C)C (configuration not stated),-2.5%,-0.9%,-9.2%,0.9%,2.4%,i,-1.6%,/
COP(=S)(OC)SCN1C(=O)c2ccccc2C1=O,-0.3%,-3.5%,-1.3%,9.3%,0.0%,i,-11.7%,-17.1%
COC1/C=C/C=C(\C)Cc2cc(O)c(Cl)c(c2)N(C)C(=O)CC(OC(=O)C(C)C)C2(C)OC2C(C)C2CC1(O)NC(=O)O2 (configuration not stated),6.9%,-2.5%,11.8%,5.1%,0.5%,i,0.0%,/
O=C(Nc1ccc(F)cc1)c1c(O)c2c(n(Cc3ccccc3)c1=O)CCCC2,-7.0%,7.6%,4.7%,14.5%,17.7%,-56.0%[inhibitor],2.0%,-14.6%
CC(C)(C)C1(CCO)C(=O)NC(=S)NC1=O,3.7%,8.4%,-5.3%,0.4%,-8.0%,-23.8%,11.7%,/
SMILES,EPAC1 antagonist,EPAC2 agonist,EPAC1 agonist,aSyn yeast inh,TDP43 rescue,PTHR1 agonist,EPAC2 antagonist,FUS suppressor
CN(C)P(=O)(C(Cl)=C(N1CCCCC1)N1CCCCC1)N(C)C,3.4%,-7.7%,0.5%,-2.3%,-27.7%,-11.2%[57.5 µM],3.1%,-8.4%
Cc1ccc(-n2sc3ccccc3c2=O)cc1,-5.6%,0.9%,-9.3%,-81.2%[inhibitor],-93.4%[inhibitor],-28.8%,12.8%,13.1%
Cc1nn(Cc2ccccc2)c(C)c1C(=O)OCC(=O)Nc1cc(S(C)(=O)=O)ccc1Cl,?,1.4%,-14.7%,1.0%,-8.0%,i,-3.8%,?
Cc1ccc(C)c(-n2c(C)nc3ccccc3c2=O)c1,-3.5%,5.6%,11.1%,1.8%,17.9%,-1.6%,-10.1%,2.1%
Brc1ccccc1,-7.1%,4.8%,-12.2%,-2.5%,-5.0%,1.7%,-8.3%,-7.9%
O=Cc1c(C(=O)O)n(Cc2ccc(Cl)cc2)c2ccccc12,71.4%[activator],-57.0%[inhibitor],44.7µM*,-0.5%,17.9%,-16.6%,103.9%[activator],12.2%
COc1ccccc1C(=O)Nc1nnc(-c2ccc(Cl)cc2)o1,-12.2%,5.7%,-21.1%,4.8%,12.6µM*,i,7.3%,1.0%
C=Cn1ccnc1P(=S)(c1ccn(C)c1)c1nccn1C=C,-6.2%,1.4%,3.2%,-0.7%,-3.8%,i,2.5%,/
O=c1[nH]c(=O)n(CCC2=CCCCC2)c(O)c1C=NCCCn1ccnc1,-5.5%,-0.1%,-7.1%,-5.5%,-14.5%,-22.4%[57.5 µM],13.4%,12.6µM*
CCC1CN1P(=O)(Oc1ccc(Cl)cc1)N1CC1CC (configuration not stated),-9.6%,-16.3%,-2.6%,-0.6%,0.0%,i,-1.7%,21.6%
COC(=O)c1ccccc1NC(=O)N1C[C@@H]2C[C@@H](C1)c1cccc(=O)n1C2,8.6%,3.6%,-3.8%,5.0%,27.7%,i,2.4%,-22.5%
O=C(O)c1ccc(/C=C/c2nc3ccccc3c(=O)n2-c2ccc(Br)cc2)cc1,-4.8%,6.3%,1.6%,10.8%,-5.0%,-4.2%,-1.1%,30.6%
CCCC(=O)Nc1cc(C(=O)N2CCC3(CC2)OCCO3)ccc1S(=O)(=O)c1ccc(C)cc1,9.6%,10.8%,5.6%,-0.3%,-4.9%,i,-0.7%,24.3%
CCN1/C(=C/C=C/C2=[N+](CC)c3ccccc3C2(C)C)C(C)(C)c2ccccc21,47.1%[activator],17.8µM*,56.2µM*,-60.3%[inhibitor],-91.6%[inhibitor],-66.8%,144.4%[activator],-0.4%
CCCC1(CCO)C(=O)NC(=S)NC1=O,3.2%,-1.8%,-5.5%,0.1%,-9.6%,-40.4%,19.8%,3.1%
CCC1(O)C(=O)OCc2c1cc1n(c2=O)Cc2cc3c(N)cccc3nc2-1 (configuration not stated),-12.3%,-2.4%,-1.1%,-0.2%,?,-10.2%,14.4%,/
COc1ccc(-n2c(O)c(C(C)=Nc3ccc4c(c3)CCC4)c(=O)[nH]c2=O)cc1,-4.2%,3.4%,12.1%,0.1%,9.3%,i,-0.3%,-19.3%
O=C(c1cc2c(s1)CCCCCC2)N1CCC2(CC1)OCCO2,-0.9%,10.3%,6.7%,6.0%,7.0%,i,-1.3%,5.7%
COC(=O)C1=C(c2cccc(OC)c2OC)C[C@@H]2CC[C@H]1N2C(=O)NCc1ccccc1,-4.7%,18.2%,4.6%,-0.5%,-13.5%,1.9%,11.1%,9.5%
CC(=NCCCN1CCCCC1)c1c(O)n(Cc2ccccc2)c(=O)[nH]c1=O,-12.1%,7.9%,5.5%,1.1%,-16.6%,-28.1%[57.5 µM],-10.5%,?
Cn1c(CN2CCN(C(=O)COc3ccccc3)CC2)nc2cc([N+](=O)[O-])ccc21,-1.6%,4.9%,-3.4%,1.1%,13.1%,-27.1%,4.8%,16.7%
CC12CNCC(C)(CNC1)C2O (configuration not stated),3.4%,12.6%,-5.6%,-0.8%,-8.7%,-26.5%[57.5 µM],4.4%,2.7%
O=C(CN1CCCCC1)c1cccc(Br)c1,22.9%,1.8%,-0.3%,-0.4%,14.5%,i,12.6%,-4.9%
Cc1c(C(c2ccc(Br)cc2)c2c(O)c3ccccc3oc2=O)c(=O)n(-c2ccccc2)n1C (configuration not stated),12.1%,4.0%,0.2%,-3.8%,14.1µM*!,i,14.6%,?
Clc1cccc(CNCCc2c[nH]c3ccccc23)c1,-12.5%,14.8%,8.5%,5.8%,10.3%,i,-0.7%,14.5%
CCOc1ccc(N=Cc2c(O)n(CCc3ccc(OC)c(OC)c3)c(=O)[nH]c2=O)cc1,2.4%,-6.7%,-1.0%,4.8%,14.0%,-29.0%,20.7%,1.9%
CCc1ccc(C(=O)C23CN4CN(CN(C4)C2)C3)cc1,3.5%,7.3%,3.4%,1.7%,-9.9%,i,-2.5%,13.9%
CC(C)NC(=O)Cn1cc(C(=O)c2ccccc2F)c2ccccc21,-5.2%,2.9%,7.5%,1.2%,-14.7%,5.9%,-11.8%,-0.1%

# An excerpt of these results, with bars between the fields:
structure | EPAC1 antagonist | EPAC2 agonist | EPAC1 agonist | aSyn yeast inh | TDP43 rescue | PTHR1 agonist | EPAC2 antagonist | FUS suppressor
CN(C)P(=O)(C(Cl)=C(N1CCCCC1)N1CCCCC1)N(C)C | 3.4% | -7.7% | 0.5% | -2.3% | -27.7% | -11.2%[57.5 µM] | 3.1% | -8.4%
COc1ccc(-n2c(O)c(C(C)=Nc3ccc4c(c3)CCC4)c(=O)[nH]c2=O)cc1 | -4.2% | 3.4% | 12.1% | 0.1% | 9.3% | i | -0.3% | -19.3%
Cc1c(C(c2ccc(Br)cc2)c2c(O)c3ccccc3oc2=O)c(=O)n(-c2ccccc2)n1C (configuration not stated) | 12.1% | 4.0% | 0.2% | -3.8% | 14.1µM*! | i | 14.6% | ?
CC(C)NC(=O)Cn1cc(C(=O)c2ccccc2F)c2ccccc21 | -5.2% | 2.9% | 7.5% | 1.2% | -14.7% | 5.9% | -11.8% | -0.1%

# Compound activity from PubChem.

# An excerpt, so the mix of outcomes need not match the whole.
